bovine MsrA act = activates bovine MsrA enzyme; purified bovine MsrA, absorbance read-out; activation, % at 10.6 µM; hit rate 0.3% among 360,000; AID 602163; in the data active = activation above about 7.5%;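 also: 0% = vehicle and 100% = reference activator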
LMPTP inh = blocks human LMPTP phosphatase; P24666; recombinant LMPTP-A, OMFP fluorogenic substrate, fluorescence intensity; inhibition, % at 20 µM; hit rate 0.22% among 360,000;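 active = compounds that cut the enzyme signal by at least half of the control window in the single-dose screen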;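 also: plate controls were DMSO wells with enzyme plus substrate for no effect and substrate without enzyme for full effect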
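Test system – LMPTP-A enzyme · Amount – LMPTP-A at 0.625 nM final in the reaction · Buffer or medium – Bis-Tris pH 6.0, DTT, detergent · Reagent – OMFP 400 µM · Doses – single 20 µM dose · Schedule – reaction 50 min, room temperature, dark · Detection – fluorescence intensity of OMFP turnover product · Evaluation – percent inhibition versus substrate-only and uninhibited controls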
STEP block = inhibitors of human striatal-enriched phosphatase STEP | AID 588621 | recombinant STEP, OMFP fluorogenic substrate, fluorescence | hit rate 0.25% among 360,000 | inhibition, % at 20 µM | P54829;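 active = inhibition at 20 µM, scaled per plate between control wells, above about 37%, limit read from the data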;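 also: 0% = DMSO with enzyme and substrate and 100% = substrate only without enzyme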
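medium = Bis-Tris buffer pH 6.0, 2.5 mM DTT, 0.005% Tween 20 | test system = STEP (striatal-enriched tyrosine phosphatase) enzyme, cell-free | measure = normalized % inhibition | compound dosing = 20 µM, 1% DMSO | also added = 25 µM OMFP | schedule = reaction 20 min, ambient temperature | measured by = fluorescence read at 480 nm ex / 540 nm em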
TbMetRS inhib = blocks T. brucei methionyl-tRNA synthetase activity. purified T. brucei MetRS, ATP depletion, Kinase-Glo luminescence. inhibition, % at 11.9 µM. hit rate 0.4% among 360,000;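 active = inhibition above a per-plate cutoff of the control wells' mean inhibition plus 3 SD, cut at about 5.5% in these data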;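 also: 0% = DMSO wells median and 100% = median of wells with control inhibitor compound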
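technique = Kinase-Glo luminescence, ATP depletion format | system = purified MetRS (methionyl-tRNA synthetase) enzyme from Trypanosoma brucei | timing = 15 min preincubation, 2 h reaction, all 25 °C | evaluation = percent inhibition versus plate control medians | dosing = single dose, 11.9 µM final nominal, 0.9% final DMSO | also added = substrates ATP, L-methionine and bulk Escherichia coli tRNA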
eLon inh = E. coli protease La inhibition | inhibition, % at 7.94 µM | AID 602123 | P0A9M0 | purified E. coli Lon protease, fluorescence polarization | hit rate 0.42% among 360,000; in the data active = inhibition above about 13%, passing the limit was not always enough;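 also: 0% = enzyme with probe and DMSO and 100% = no enzyme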
DNMT1 inh = inhibitors of human DNMT1 | DNMT1 molecular beacon, Hinp1I cleavage, fluorescence | inhibition (reported as % activation of signal), % at 10 µM | AID 588458 | P26358 | hit rate 0.83% among 360,000; in the data active = inhibition above about 50%
Target sequence (P26358 504-1616 limits assumed): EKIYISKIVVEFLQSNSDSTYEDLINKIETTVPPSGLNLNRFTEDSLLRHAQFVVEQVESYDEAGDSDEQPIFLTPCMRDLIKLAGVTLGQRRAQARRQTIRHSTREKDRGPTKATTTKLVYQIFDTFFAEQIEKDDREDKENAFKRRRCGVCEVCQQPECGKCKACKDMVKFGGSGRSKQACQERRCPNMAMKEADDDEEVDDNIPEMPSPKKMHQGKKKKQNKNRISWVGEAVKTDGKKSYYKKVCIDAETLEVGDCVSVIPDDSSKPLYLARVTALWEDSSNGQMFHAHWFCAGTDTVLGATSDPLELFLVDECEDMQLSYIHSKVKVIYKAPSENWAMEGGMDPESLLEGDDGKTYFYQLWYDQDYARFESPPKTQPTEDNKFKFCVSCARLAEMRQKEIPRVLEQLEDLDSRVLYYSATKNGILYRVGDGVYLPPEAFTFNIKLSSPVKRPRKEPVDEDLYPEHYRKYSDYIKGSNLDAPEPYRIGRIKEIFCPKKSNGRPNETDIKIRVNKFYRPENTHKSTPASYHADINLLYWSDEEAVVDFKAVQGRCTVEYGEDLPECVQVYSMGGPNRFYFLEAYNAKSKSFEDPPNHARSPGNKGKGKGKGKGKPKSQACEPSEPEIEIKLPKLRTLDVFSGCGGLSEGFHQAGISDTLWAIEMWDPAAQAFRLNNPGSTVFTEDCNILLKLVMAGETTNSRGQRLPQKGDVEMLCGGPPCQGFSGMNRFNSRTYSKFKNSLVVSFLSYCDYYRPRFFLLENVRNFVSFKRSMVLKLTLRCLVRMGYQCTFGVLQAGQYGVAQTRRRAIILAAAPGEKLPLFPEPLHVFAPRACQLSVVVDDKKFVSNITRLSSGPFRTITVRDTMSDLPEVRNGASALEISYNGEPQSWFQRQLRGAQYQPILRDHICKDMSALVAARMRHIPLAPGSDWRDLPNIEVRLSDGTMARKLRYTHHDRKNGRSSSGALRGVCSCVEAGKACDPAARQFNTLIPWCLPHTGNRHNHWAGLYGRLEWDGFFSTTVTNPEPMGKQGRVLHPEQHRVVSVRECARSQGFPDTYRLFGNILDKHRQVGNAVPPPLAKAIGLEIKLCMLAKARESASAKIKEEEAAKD
NRP1-CendR mod = NRP-1/CendR interaction modulation | O14786 | FAM-RPARPAR peptide binding to NRP-1, fluorescence polarization | inhibition, % at 25 µM | hit rate 0.85% among 360,000 | AID 602438;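 active = inhibition or corrected inhibition above about 18%, plus a signal ratio from 0.5 to 1.5, limit read from the data, passing the limit was not always enough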; also: strong numbers were not always called active
Scp1 inh = Scp-1 (human) phosphatase inhibition; Q9GZU7; Recombinant Scp1, phosphopeptide, malachite green phosphate absorbance; inhibition, % at 20 µM; hit rate 0.88% among 340,000; AID 493091;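 active = inhibition above about 50% at 20 µM, limit read from the data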;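 also: plate controls were DMSO wells with enzyme for no effect and wells lacking enzyme for full effect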
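Incubation: 45 min enzyme reaction at room temperature / System: truncated SCP-1 phosphatase (76-261aa) / Reagent: Phospho 17-mer peptide substrate / Buffer or medium: Acidic Tris acetate buffer with magnesium and detergent / Signal: absorbance at 630 nm / Doses: one concentration, 20 µM, with 1.0% DMSO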
MsrA inh = bovine MsrA inhibition; hit rate 0.75% among 360,000; inhibition, % at 15.5 µM; purified bovine MsrA, absorbance read-out; AID 651718; in the data active = inhibition above about 4.5%;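 also: 0% = vehicle wells with enzyme and 100% = reference inhibitor wells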
SUMO1-SIM PPI = SUMO1-SIM interaction modulation; P63165; SUMO1 binding to a labelled peptide, TR-FRET, 1 h; inhibition, % at 20 µM; hit rate 0.33% among 360,000; AID 602429; in the data active = inhibition above about 37%
* hit, by the source's call; nt = no result given. Hits appear at their usual frequency. Share with any hit: about 4.3%.

Start of the data: the first two compounds as a preview:
SMILES | bovine MsrA act | LMPTP inh | STEP block | TbMetRS inhib | eLon inh | DNMT1 inh | NRP1-CendR mod | Scp1 inh | MsrA inh | SUMO1-SIM PPI
CCN(CC(=O)Nc1ccc(NC(C)=O)cc1)C(=O)CN1C(=O)C2CCCCC2C1=O (centres undefined) | -14 | -0.5 | -5 | -0.4 | 6 | 6 | -2 | 6 | -0.2 | -2
COc1ccc(CN2CCC(Oc3ccc(C(=O)N4CCCCC4)cc3)CC2)cc1C | -6 | 1.2 | 0 | -0.4 | 2 | 0 | 15 | 4 | -0.3 | 11

The whole of this part (from the top)
SMILES | bovine MsrA act | LMPTP inh | STEP block | TbMetRS inhib | eLon inh | DNMT1 inh | NRP1-CendR mod | Scp1 inh | MsrA inh | SUMO1-SIM PPI
CCN(CC(=O)Nc1ccc(NC(C)=O)cc1)C(=O)CN1C(=O)C2CCCCC2C1=O (centres undefined) | -14 | -0.5 | -5 | -0.4 | 6 | 6 | -2 | 6 | -0.2 | -2
COc1ccc(CN2CCC(Oc3ccc(C(=O)N4CCCCC4)cc3)CC2)cc1C | -6 | 1.2 | 0 | -0.4 | 2 | 0 | 15 | 4 | -0.3 | 11
CCCn1c(=O)c2ccccc2n2c(SCC(=O)NCc3cccs3)nnc12 | -2 | -0.2 | 2 | 0.0 | -3 | 3 | 0 | -5 | 0.4 | 4
CCC(CC)C(=O)c1c[nH]c(C(=O)NCc2ccncc2)c1 | -8 | 0.3 | 3 | -0.9 | -4 | 0 | 4 | 8 | -1.0 | -1
NC(=O)c1ccc([N+](=O)[O-])cc1SCc1ccccc1 | 3 | 4.1 | 4 | -0.1 | 8 | 9 | 10 | 6 | 0.5 | -16
O=C(c1cccc(F)c1)n1nnc2ccccc21 | -2 | -0.5 | -2 | -0.1 | -3 | 2 | 2 | -5 | -0.7 | -3
Fc1ccccc1-c1[nH]ncc1-c1nnnn1-c1ccccc1 | -3 | -2.2 | 0 | -0.1 | 2 | -6 | -14 | -11 | -1.6 | 3
Cc1ccc(-c2csc(NC(=O)c3ccc(Br)cc3)c2C(=O)O)cc1 | -1 | -0.4 | 0 | -0.1 | 4 | 4 | -26 | -2 | 1.1 | 8
O=C(NCc1ccc(F)cc1)N1CCN(S(=O)(=O)c2ccccc2F)CC1 | 1 | -1.1 | -1 | 0.1 | 2 | 1 | 6 | -10 | -1.8 | 1
Cc1ccc(-n2c(=O)c3c4c(sc3n(Cc3cc(=O)n5ccccc5n3)c2=O)CCC4)cc1C | 0 | -1.5 | 4 | -0.5 | 3 | 3 | 3 | -6 | 0.3 | 1
COc1ccc(-c2cnc3c(NC=O)cc(-c4ccccc4OC)cn23)cc1OC | -1 | 2.6 | 1 | -0.3 | 0 | -11 | -25 | nt | -0.9 | -14
CCc1cccc(NS(=O)(=O)c2ccc3c(c2)n(C)c(=O)n3C)c1 | -1 | 0.4 | -4 | -0.6 | 0 | 0 | 1 | -12 | 1.9 | -3
O=C1OCCN1C(=O)[C@H]1[C@H](c2ccc([N+](=O)[O-])cc2)C(c2ccccc2)=NN1c1ccc(Br)cc1 | -2 | 1.5 | -5 | -0.3 | -10 | -8 | -7 | -9 | 4.8* | 2
CCc1ccc(-c2nc(SCC(=O)N(CC)C3CCS(=O)(=O)C3)n[nH]2)cc1 (centres undefined) | -2 | -0.3 | 0 | -0.5 | -17 | 2 | -11 | -4 | 1.1 | 0
COc1ccc(-n2c(-c3ccc(C(C)(C)C)cc3)n[nH]c2=S)c(OC)c1 | 1 | 2.4 | 0 | -0.1 | -9 | -1 | 4 | nt | 0.2 | 3
O=C(Nc1ccccc1)c1ccc(S(=O)(=O)N2CCCCC2)cc1 | 6 | 1.0 | 0 | -0.1 | -1 | -4 | -7 | -9 | 0.7 | 3
COc1cc(/C=N/Nc2ccc(Cl)c(C(=O)O)c2)ccc1OC(=O)c1ccco1 | -4 | -0.1 | 5 | -0.5 | -6 | -2 | -11 | 2 | 2.5 | 9
COc1cccc(CNC(=O)[C@@H]2CCCN2C(=O)[C@H]2CCCCN2C(=O)c2cccc3ccccc23)c1 | -8 | 4.7 | nt | -1.8 | -2 | nt | -1 | nt | nt | 0
Cc1cc(Cl)ccc1OCCNC(=S)NC(=O)c1cccnc1 | -2 | 1.9 | 0 | -0.1 | -8 | -2 | 10 | -4 | 0.1 | -4
Cc1ccccc1S(=O)(=O)Nc1nc2ccccc2nc1N1CCc2ccccc2C1 | -3 | 0.7 | 3 | 0.3 | 7 | -7 | -10 | -7 | 0.9 | -2
O=C(NNc1nc2c(F)cccc2s1)C1=COCCO1 | 3 | -0.4 | 2 | -0.4 | 0 | 2 | -2 | -7 | -0.7 | 0
CC(C)COC(=O)CNc1n[nH]c(=S)[nH]c1=O | -6 | -1.5 | 3 | -0.4 | 3 | 13 | 4 | -5 | 0.8 | -9
Cc1nn(C(C)(C)C)c(C)c1/C=N/OC(=O)Nc1ccc(Cl)c(Cl)c1 | 0 | 2.4 | -1 | -0.1 | 1 | 2 | -3 | -11 | -0.2 | 7
COc1ccc([N+](=O)[O-])cc1NCc1ccccc1 | -7 | 3.8 | 0 | -0.4 | 3 | -1 | -4 | 0 | 0.9 | -20
O=C(CN1C(=O)NC(Cc2c[nH]c3ccccc23)C1=O)NCCc1ccc(F)cc1 (centres undefined) | -4 | -1.1 | 2 | -1.2 | 2 | -1 | -6 | -7 | 0.8 | -6
COc1ccc(OC)c(C(=O)NC(CC(N)=O)c2ccc(N3CCN(c4ccccn4)CC3)c([N+](=O)[O-])c2)c1 (centres undefined) | -1 | 1.2 | 1 | -0.1 | 1 | -5 | -4 | -9 | 2.7 | -23
O=C(NCc1ccc2c(c1)OCO2)c1cc(-c2ccccc2)on1 | -6 | -1.7 | 4 | -0.1 | -6 | 2 | -186 | 1 | 2.8 | 4
CCCC(C)C(=O)Nc1ccc(S(=O)(=O)Nc2nccc(C)n2)cc1 (centres undefined) | -1 | -1.1 | -2 | -0.2 | 10 | -1 | 2 | -5 | -1.4 | 0
COc1ccc(NC(=O)c2ccc(N3CCOCC3)nc2)cc1 | -3 | -1.3 | -3 | -0.4 | -1 | 0 | 18 | -6 | 2.5 | -1
CC(C)(C)NC(=O)C1CCN(C(=O)c2ccc(Br)cc2)CC1 | 4 | -0.8 | -2 | 0.0 | -5 | 3 | 5 | -4 | -0.1 | 0
CCCc1nnc(NC(=O)CCC(=O)NC2CCCCCC2)s1 | -4 | -2.2 | -1 | -0.1 | -14 | 2 | 4 | 3 | -1.3 | 0
CC(C)C[C@H](NC(=O)OC(C)(C)C)C(=O)NCC1CCC(C(=O)N[C@@H](Cc2ccccc2)C(=O)O)CC1 (some centres undefined) | -2 | -0.6 | 0 | -0.5 | -3 | 1 | -12 | -14 | 0.1 | 0
CCn1c(SCC(=O)Nc2cc(C)on2)nc2c1c(=O)n(C)c(=O)n2C | 1 | -2.1 | 1 | -0.4 | -2 | 0 | -4 | 3 | -1.1 | 2
Cc1cc(/C=N/NC(=O)C(O)(c2ccccc2)c2ccccc2)c(C)n1-c1ccc(C(=O)O)cc1 | -9 | -0.2 | 0 | -0.6 | 2 | 11 | -26 | 12 | 2.9 | 8
COC(=O)C1=C(C(=O)OC)[C@@H]2N(C)c3ccccc3[C@@]23C[C@@H](C(=O)OC)N(C(C)=O)C3=N1 | -1 | -1.0 | -1 | -0.3 | 4 | 0 | 12 | -2 | 0.6 | 2
COc1cccc(-c2nn(-c3ccc(F)cc3)cc2C(=O)NCC2CCCO2)c1 (centres undefined) | -4 | 3.0 | -1 | -0.3 | -12 | -2 | 9 | -7 | -0.6 | 5
NNC(=O)c1cc2nc(-c3cccs3)cc(C(F)(F)F)n2n1 | -1 | -2.1 | -2 | 0.0 | -5 | -1 | 12 | 1 | 0.9 | -6
O=C(NCc1cccc(Br)c1)C1CC(c2ccc(C(F)(F)F)cc2)=NO1 (centres undefined) | -5 | -0.5 | 0 | 0.0 | -1 | 2 | 21 | -9 | -0.3 | 5
COc1ccc(CC(=O)N2CCC(n3nccc3NC(=O)C3CC3)CC2)cc1 | -1 | -1.5 | -2 | -0.2 | -5 | -1 | 8 | -10 | 0.6 | 3
C=CC[C@@H](Cc1ccc(F)cc1)C(=O)OC[C@H]1CCCN1C(=O)[C@@H](CC=C)CC(=O)N[C@@H](CO)Cc1ccccc1 | 0 | 2.1 | -1 | 0.1 | 2 | 2 | -1 | -20 | 0.7 | 5
COc1ccc2c(c1OC)C(=O)N(c1cccc(C)c1)C2 | 1 | 0.9 | -1 | -0.3 | -9 | 4 | -15 | 12 | 0.4 | -1
COc1cccc(CNc2ccc3[nH]c(=O)[nH]c3c2)c1OCc1ccccc1Cl | 1 | 2.7 | -1 | -0.4 | -7 | -8 | -3 | -6 | -0.3 | 6
CN(Cc1ccccc1)C(=O)COC(=O)c1cncc(Br)c1 | -1 | -0.6 | 1 | 2.9 | 1 | 1 | 5 | -1 | -0.3 | 1
Cc1cccc(C)c1OCc1cc(C(=O)N2CCN(c3ccccn3)CC2)no1 | 0 | 2.4 | 0 | 0.3 | 2 | -3 | 20 | -5 | 2.8 | -2
COc1cccc(-c2nnc(SCC(=O)N3CCCC3=O)n2-c2ccccc2)c1 | -2 | -2.1 | -2 | -0.2 | -9 | 8 | -5 | -7 | 0.9 | 2
CN1CCN(S(=O)(=O)c2cccc(S(=O)(=O)c3cccc(S(=O)(=O)N4CCN(C)CC4)c3)c2)CC1 | 4 | -1.1 | 1 | -0.7 | -6 | -1 | -7 | 3 | -0.5 | -3
COc1ccc(S(=O)(=O)N(C)C[C@@H]2OCCCC[C@H](C)Oc3ccc(NC(=O)Nc4ccc(C(F)(F)F)cc4)cc3C(=O)N([C@H](C)CO)C[C@H]2C)cc1 | -8 | 2.2 | 1 | -1.9 | 4 | -9 | -11 | nt | -0.5 | 0
NC(=S)N/N=C\c1c(OCc2ccccc2Cl)ccc2ccccc12 | -13 | 2.2 | 3 | -1.4 | 6 | 5 | -4 | 10 | 4.1 | -5
O=C(CCS(=O)(=O)c1cccs1)N1CCN(c2ccc(F)cc2)CC1 | 4 | 0.8 | -1 | 0.1 | -6 | 0 | 6 | 0 | 1.1 | 5
CCOc1ccccc1C(=O)N1CCC(n2nnc3cc(C(F)(F)F)ccc32)CC1 | -5 | -1.1 | 0 | -1.9 | -8 | -1 | 14 | -4 | 0.4 | 0
CN(C)S(=O)(=O)c1cccc(NC(=O)c2sccc2-c2ccccc2)c1 | -3 | 1.3 | 0 | 0.8 | -4 | -1 | 7 | -13 | 1.3 | 0
CCOC(=O)Nc1ccc2c(c1)N(C(=O)CN(C)C)c1ccccc1S2 | 0 | -1.6 | -2 | -0.1 | -2 | -4 | -5 | nt | -0.4 | 1

High-throughput results: PubChem, several laboratories
